SR-BI DiI inh: inhibitors of SR-BI mediated HDL lipid uptake, primary screen, ldlA[mSR-BI] cells, fluorescence, single point. Scavenger receptor class B member 1 (Mus musculus), Q61009. ldlA[mSR-BI] CHO cells, DiI-HDL uptake fluorescence, 3 h. inhibition, % at 12.5 µM. 320,000 tested, 0.96% active. AID 488896, 2010;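 active = mean replicate inhibition of at least 70% and a set share of replicates each scoring 70 or more; inconclusive = meets just one of the two criteria; inactive = fails both criteria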;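 note: 0% = median of neutral control wells and 100% = median of positive control wells; values of inactives mirror those of a sister screen read the other way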
Target sequence (Q61009 whole entry, looked up): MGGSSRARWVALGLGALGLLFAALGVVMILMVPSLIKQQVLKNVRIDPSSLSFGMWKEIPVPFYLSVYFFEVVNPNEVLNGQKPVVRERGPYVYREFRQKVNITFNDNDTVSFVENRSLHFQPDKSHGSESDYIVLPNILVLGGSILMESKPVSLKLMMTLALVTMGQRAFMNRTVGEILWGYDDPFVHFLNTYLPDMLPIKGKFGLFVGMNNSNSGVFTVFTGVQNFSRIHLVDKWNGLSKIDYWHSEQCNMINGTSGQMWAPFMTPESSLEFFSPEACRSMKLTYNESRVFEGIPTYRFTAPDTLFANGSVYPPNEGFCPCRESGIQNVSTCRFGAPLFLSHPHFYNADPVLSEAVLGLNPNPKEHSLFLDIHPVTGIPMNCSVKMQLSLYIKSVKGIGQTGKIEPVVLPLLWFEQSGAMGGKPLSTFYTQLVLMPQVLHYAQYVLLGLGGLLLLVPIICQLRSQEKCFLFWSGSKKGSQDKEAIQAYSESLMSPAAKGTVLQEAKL
MITF act: activators of MITF-driven TRPM1 promoter reporter, primary screen, cell-based, SK-MEL-5, luciferase, single point | SK-MEL-5 TRPM1-promoter luciferase, 24 h; % of positive control, neutral wells = 0 | activation, % at 12.5 µM | 300,000 tested, 0.75% active | AID 588334, 2011;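 active = mean activation of at least 80% with every replicate also reaching 80%; inconclusive = mean reaches 80% but some replicate falls short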;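 note: 0% = neutral control wells and 100% = parthenolide positive control wells; values of inactives mirror those of a sister screen read the other way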
CAL PDZ FP-1: untagged CAL PDZ binding inhibitors, primary screen, biochemical, fluorescence polarization, HTS; Golgi-associated PDZ and coiled-coil motif-containing protein (Homo sapiens), Q9HD26; purified CAL PDZ, TMR-peptide fluorescence polarization, 1 h; inhibition, % at 24.9 µM; 300,000 tested, 0.92% active; AID 602252, 2012;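 active = mean inhibition of at least 30% with at least half of replicates also reaching 30%; inconclusive = no clear call, values can overlap the other calls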;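 note: 0% = DMSO neutral control and 100% = excess unlabeled competitor peptide PRC23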
AddAB inh: growth inhibition of E. coli expressing H. pylori AddAB, primary screen, AddAB inhibitor project, absorbance. 330,000 tested, 0.29% active. inhibition, % at 11.9 µM; in the data active = inhibition above about 12%;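 note: 0% = vehicle wells of infected cells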
SR-BI uptake up: activators of SR-BI mediated DiI-HDL uptake, primary screen, ldlA[mSR-BI] CHO cells, DiI fluorescence. 3 h; 100 = double the neutral-control signal. activation, % at 12.5 µM. 320,000 tested, 0.096% active;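 active = mean replicate activation of at least 60% and every replicate at or above 60%; inconclusive = mean or all-replicate condition met, but not both; inactive = mean below 60% and not all replicates reaching 60%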;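 note: 0% = median plate neutral-control signal and 100% = twice that signal; values of inactives mirror those of a sister screen read the other way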
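Assay system: LDL receptor-deficient CHO ldlA cells overexpressing murine SR-BI / Medium: BSA-supplemented, HEPES-buffered Ham's F12, pH 7.4 / Probe or stimulus: DiI-labelled HDL at 10 µg/mL final / Timing: compound with DiI-HDL co-incubation, 3 h at 37 °C / Technique: bottom-read cell fluorescence after medium removal, ex 550/em 595 nm / Measure: HDL uptake via cellular fluorescence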
CAL PDZ FP-2: CAL PDZ peptide-binding inhibitors, primary screen, biochemical, fluorescence polarization, Cer-tagged CAL PDZ, HTS | Golgi-associated PDZ and coiled-coil motif-containing protein (Homo sapiens), Q9HD26 | purified CAL PDZ, TMR-peptide fluorescence polarization, 1 h | 330,000 tested, 0.02% active | inhibition, % at 20 µM | AID 504414, 2011;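 active = highest replicate inhibition of at least 40%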;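 note: plate controls were DMSO neutral control wells for no effect and unlabeled competitor peptide control wells for full effect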
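System: tagged CAL PDZ domain. Schedule: 1 h room-temperature incubation prior to read. Signal: fluorescence polarization (mP). Measure: percent inhibition from loss of millipolarization.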
Wnt act: Wnt/beta-catenin pathway activators, primary screen, cell-based, plate reader, single point | Wnt/beta-catenin reporter cell assay, activator | activation, % at 9.35 µM | 300,000 tested, 1.2% active; in the data active = activation above about 30%, passing the limit was not always enough; inconclusive = no clear call, values can overlap the other calls;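 note: 0% = neutral control wells and 100% = positive control wells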
Tat transport: E. coli Tat export inhibitors, primary screen, MC4100, TorA-mCherry reporter, fluorescence, single point; 340,000 tested, 0.036% active; inhibition, % at 10 µM;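 active = mean replicate inhibition at least 50% and at least half of replicates individually reaching 50%; inconclusive = only one of the two criteria met; inactive = neither criterion met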;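 note: exported cargo escapes ClpAP degradation while cytoplasmic cargo is degraded and loses fluorescence; 0% = median of neutral control wells and 100% = median of NaSCN control wells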
phage Ecoli inh: growth loss of phage-infected E. coli, primary screen, RecBCD inhibitor project, absorbance, with phage, HTS. inhibition, % at 11.9 µM. 360,000 tested, 0.26% active. AID 651602, 2012; in the data active = inhibition above about 11%
E coli growth: E. coli V3065 growth inhibition, primary screen, counter-screen for AddAB inhibitor project, absorbance, OD600; AID 449728, 2010; 18 h; inhibition, % at 11.9 µM; 330,000 tested, 0.27% active;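 active = inhibition above the campaign's mean inhibition across all tested compounds plus 3 SD, cut at about 9.9% in these data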;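 note: uninfected addAB+ strain grown without phage in ampicillin broth; 0% = DMSO wells and 100% = ciprofloxacin 0.95 µg/ml wells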
* hit, by the source's call; ? = inconclusive; . = no result given.

SMILES | SR-BI DiI inh | MITF act | CAL PDZ FP-1 | AddAB inh | SR-BI uptake up | CAL PDZ FP-2 | Wnt act | Tat transport | phage Ecoli inh | E coli growth
Cc1cc(Cc2cc(C)c(O)c(CO)c2)cc(CO)c1O | -18.7 | -3.7 | 3.7 | . | 18.7 | -0.1 | -0.3 | 6.4 | 4.0 | .
CCNC(=S)NNC(=O)c1ccc(OC(F)F)cc1 | -8.6 | 4.7 | 0.2 | -0.1 | 8.6 | -0.7 | . | 1.6 | 1.3 | -0.7
O=C1C=C(c2ccc(-c3ccccc3)cc2)C[C@@H](c2ccc(Cl)cc2)C1 | 0.6 | 19.4 | -2.4 | -0.3 | -0.6 | -0.4 | -0.6 | -9.8 | 0.7 | -0.7
N/C(=N\OC(=O)c1cccc(Br)c1)c1ccc([N+](=O)[O-])cc1 | 11.2 | . | -2.3 | 3.3 | -11.2 | -0.6 | -0.1 | -0.3 | 1.3 | 1.2
C[C@@H]1ON(C2CCCCC2)[C@H]2c3nc4ccccc4n3C[C@@H]12 | -1.2 | -12.7 | -1.4 | 2.6 | 1.2 | -0.4 | 18.4 | -0.3 | 0.6 | 0.4
Cc1ccc(Sc2nc(C)c([N+](=O)[O-])c(C)c2C#N)cc1 | . | . | . | 0.0 | . | . | 0.7 | . | 0.5 | 0.0
O=C(CSc1nnc(-c2ccccc2)o1)N1CCCCC1 | -1.4 | 51.8 | -0.4 | 0.6 | 1.4 | -1.9 | 17.3 | 8.2 | 4.2 | -2.5
CC1CN(S(=O)(=O)c2ccccc2)CN1C(=O)N1CCOCC1 (centres undefined) | . | 2.5 | 5.4 | 3.3 | . | -1.9 | -1.0 | -4.9 | 2.9 | -1.8
Cc1ccccc1S(=O)(=O)N1CC(C(=O)O)=CC[C@H]1c1ccc(Cl)cc1 | -12.3 | 15.1 | -3.3 | 0.8 | 12.3 | -1.1 | -0.3 | 2.1 | 0.1 | -0.7
Cc1ccc(S(=O)(=O)Cn2nnnc2C(CC(C)C)N2CCN(c3ccccc3)CC2)cc1 (centres undefined) | 9.4 | -2.4 | -5.0 | 2.5 | -9.4 | -1.5 | -5.5 | 7.2 | 3.4 | 0.9
CCN(CC(=O)Nc1ccc(NC(C)=O)cc1)C(=O)c1cc2c(s1)CCCC2 | 25.0 | -0.8 | 0.4 | 1.2 | -25.0 | -0.3 | 3.1 | 1.3 | -0.5 | 0.2
COc1ccc(N2CC(C(=O)Nc3ccccc3C(=O)NCc3ccco3)CC2=O)cc1 (centres undefined) | -26.7 | -9.0 | 0.2 | -1.2 | 26.7 | -2.4 | 5.2 | -1.4 | 2.3 | -0.2
COCCn1c(C)cc(/C=C2/SC(=O)N(CC(=O)N3CCCC3)C2=O)c1C | -10.0 | 18.3 | -3.0 | 2.0 | 10.0 | -4.3 | 2.3 | -2.6 | -1.5 | -1.6
Cc1ccc(NC(=O)COc2ccccc2C(=O)Nc2ccccc2)cc1Cl | -20.5 | 12.3 | 1.5 | 1.9 | 20.5 | -1.6 | -4.3 | 2.9 | -0.2 | 0.3
CC(=O)Cc1nsc(NC(=O)c2csc3c2CCCC3)n1 | 15.1 | . | -0.7 | 3.6 | -15.1 | -3.9 | 0.4 | 1.1 | 3.9 | 0.8
Cc1nn(C)cc1S(=O)(=O)N1CCN(c2ccccc2)CC1 | -9.0 | -7.9 | 2.3 | 0.6 | 9.0 | -2.4 | -1.4 | -2.0 | 2.4 | 1.4
CCN(CC)C1CCS(=O)(=O)C1 (centres undefined) | -5.7 | -15.5 | . | 5.6 | 5.7 | -0.1 | -0.7 | -5.0 | 2.7 | 1.4
COc1cc(C)ccc1Oc1ncnc(N)c1[N+](=O)[O-] | -13.3 | -4.7 | -5.5 | 1.6 | 13.3 | -0.2 | -0.9 | 4.0 | 0.9 | 0.0
COc1ccc2[nH]c3c(c2c1)CCN1C(=O)C(CC(=O)NCC24CC5CC(CC(C5)C2)C4)C[C@H](C(=O)N2CCOCC2)[C@@]31CCC1CCCC1 (some centres undefined) | -20.3 | -46.1 | 0.9 | -2.3 | 20.3 | -0.3 | -1.6 | 2.2 | -1.9 | -0.7
CCc1nnc(NC(=O)C(=O)NCCOC(=O)c2ccccc2)s1 | -10.4 | 1.4 | -2.0 | 1.6 | 10.4 | -2.8 | -2.9 | -3.2 | -0.2 | 0.3
CN(C)c1nc2ccccc2c(N)c1-c1ccccc1 | 9.1 | -3.2 | -0.9 | -0.1 | -9.1 | . | 1.9 | 13.7 | . | -2.0
Cc1cc(-c2n[nH]c(=S)n2/N=C/c2ccco2)n[nH]1 | -5.1 | 15.3 | 1.6 | 3.8 | 5.1 | -0.1 | 1.9 | 0.2 | 3.0 | -0.2
Cc1ccc(C(=O)NNc2c3ccccc3nc3ccccc23)cc1 | 96.7* | . | -3.3 | 2.0 | -96.7 | -0.6 | -11.0 | 1.1 | 0.1 | 1.5
O=C(Cn1ncc(N2CCOCC2)c(Cl)c1=O)c1ccc(Cl)cc1 | -7.7 | 25.6 | 34.2* | 3.7 | 7.7 | 0.0 | -0.7 | -3.4 | 3.3 | 1.0
COc1cc2c(cc1OC)C(c1cccs1)NCC2 (centres undefined) | -9.7 | 4.6 | -2.6 | 0.0 | 9.7 | -0.6 | . | -4.9 | -1.5 | -0.4

Continuation:
SMILES | SR-BI DiI inh | MITF act | CAL PDZ FP-1 | AddAB inh | SR-BI uptake up | CAL PDZ FP-2 | Wnt act | Tat transport | phage Ecoli inh | E coli growth
COC(=O)c1cc(NC(=O)Cc2cc(OC)c(OC)c(OC)c2)cc(C(=O)OC)c1 | 3.2 | -7.7 | 3.1 | 0.8 | -3.2 | -0.9 | -1.1 | 1.1 | 3.6 | 2.5
O=C(OCc1ccccn1)C1CCN(C(=O)c2ccc(Cl)cc2)CC1 | -27.3 | -1.4 | 2.0 | -3.1 | 27.3 | -3.2 | 0.8 | -4.5 | 2.8 | 1.1
CN(c1ccccc1C(=O)Nc1ccc2c(c1)n(C)c(=O)n2C)S(C)(=O)=O | 12.2 | . | -6.0 | -0.5 | -12.2 | 0.0 | -0.8 | 9.2 | 3.4 | -0.8
Cc1ccc(C(=O)NCCSC(C)(C)C)cc1 | -19.1 | . | . | -0.9 | 19.1 | 0.5 | 27.6 | -5.0 | 2.4 | -2.0
CCOP(=O)(Nc1cccc2oc(=O)c3ccccc3c12)OCC | 26.4 | 12.6 | -2.6 | . | -26.4 | -2.5 | 1.5 | 3.3 | 0.7 | .
O=C(CN1C(=O)c2ccccc2S1(=O)=O)Nc1cc(S(=O)(=O)N2CCCCC2)ccc1Cl | 63.2 | 10.5 | -3.4 | . | -63.2 | -1.4 | 0.9 | -9.9 | 1.0 | .
COc1ccccc1N1CCN(c2nc(C)cc(=O)[nH]2)CC1 | -2.0 | . | 4.8 | -0.2 | 2.0 | -0.8 | -0.5 | -1.9 | 4.3 | -1.8
CCC(Sc1nc2ccccc2c(=O)n1CC1CCCO1)C(=O)NCc1cccnc1 (centres undefined) | 10.6 | -4.8 | . | -1.7 | -10.6 | -0.7 | . | -1.3 | 2.3 | -2.1
COCCN(C(=O)CSc1nnc(Nc2ccccc2F)s1)c1c(N)n(Cc2ccccc2)c(=O)[nH]c1=O | 59.8 | . | 0.8 | -0.6 | -59.8 | . | . | -5.1 | 2.9 | -2.2
CCN(CC)S(=O)(=O)c1cccc(NC(=O)COC(=O)c2cc(C)oc2C)c1 | -7.3 | -6.1 | -5.0 | 0.4 | 7.3 | . | -3.4 | 1.9 | 1.4 | -0.8
COc1ccc(/C=C(\C#N)C(=O)NCCc2ccccc2)cc1OCc1ccccc1 | 23.9 | 20.5 | 3.6 | 0.7 | -23.9 | -3.9 | -2.2 | 3.1 | 4.1 | -2.8
COc1ccccc1OCC(=O)NC1CCCCCC1 | 26.7 | 30.5 | -4.1 | 1.3 | -26.7 | -2.0 | 1.6 | 3.8 | 5.0 | 1.1
CCOc1ccc(NC(=O)CN(C)C(=O)c2ccc(N3CCCC3)c([N+](=O)[O-])c2)cc1OCC | 65.5 | -5.2 | -3.7 | 0.5 | -65.5 | -1.5 | -3.4 | 0.7 | 1.2 | -0.2
CN1CCN(S(=O)(=O)CC2(C)C3CCC2(C)C(=O)C3Br)CC1 (centres undefined) | . | 2.8 | -0.6 | -7.5 | . | -2.3 | 2.5 | 3.4 | 0.2 | -1.9
COc1ccc(-n2nc(C(=O)NCC(=O)Nc3ccccn3)c3ccccc3c2=O)cc1 | -17.5 | . | -4.0 | -1.1 | 17.5 | . | -3.7 | -5.1 | 3.1 | 0.4
NC(=O)CSC1=N/C(=C\c2ccco2)C(=O)N1c1ccc(OC(F)F)cc1 | 18.9 | -16.8 | -0.9 | 1.0 | -18.9 | -1.3 | ? | 5.2 | 1.7 | -1.2
CC1(C)Cc2c(c(N3CCCC3)nc3sc4c(N5CCN(CCO)CC5)ncnc4c23)CO1 | 19.3 | 4.3 | -4.4 | -1.7 | -19.3 | -2.6 | -6.8 | -5.0 | 2.6 | -2.4
O=C(CSc1n[nH]c(-c2ccccc2)n1)Nc1ccc(F)cc1F | -25.4 | 2.7 | -2.5 | 3.0 | 25.4 | -2.7 | 0.7 | 18.8 | 1.5 | 1.9
COc1cccc(C(C(=O)NC(C)(C)C)N(C(=O)CCC(=O)Nc2cc(C)on2)C(C)(C)C)c1OC (centres undefined) | -1.2 | 2.7 | -2.6 | 1.6 | 1.2 | . | -1.2 | -3.3 | 1.3 | 0.5
COC(=O)CCSc1cc([N+](=O)[O-])cc2c1c(C1OCCO1)nn2-c1ccccc1 | 1.3 | 4.7 | -2.2 | 2.3 | -1.3 | -0.3 | -0.8 | 2.5 | 1.6 | 0.7
O=C1c2ccccc2CN2C(=O)c3ccccc3CN12 | -23.2 | -10.3 | -5.9 | 3.2 | 23.2 | -1.7 | 5.6 | -0.4 | 1.4 | -0.4
Cc1ccc(C(=O)NCC(=O)N/N=C/c2cccs2)cc1C | -12.3 | -4.4 | -4.5 | 1.4 | 12.3 | -3.3 | 11.6 | 2.5 | -0.6 | 2.3

Reformatted tab-delimited: entries from further up.
SMILES	SR-BI DiI inh	MITF act	CAL PDZ FP-1	AddAB inh	SR-BI uptake up	CAL PDZ FP-2	Wnt act	Tat transport	phage Ecoli inh	E coli growth
Cc1ccc(C(=O)NCCSC(C)(C)C)cc1	-19.1	.	.	-0.9	19.1	0.5	27.6	-5.0	2.4	-2.0
CC1(C)Cc2c(c(N3CCCC3)nc3sc4c(N5CCN(CCO)CC5)ncnc4c23)CO1	19.3	4.3	-4.4	-1.7	-19.3	-2.6	-6.8	-5.0	2.6	-2.4
